From PubChem
SUMO HTRF inh – inhibitors of in vitro SUMOylation cascade, primary screen, biochemical, HTRF, uHTS; SUMO-conjugating enzyme UBC9 (Homo sapiens), P63279; HTRF SUMOylation assay, SAE1/SAE2 + UBC9; inhibition, % at 35 µM; hit rate 0.36% among 290,000; in the data active = inhibition above about 50%, passing the limit was not always enough; also: strong numbers were not always called active
Target sequence (P63279 whole entry, looked up): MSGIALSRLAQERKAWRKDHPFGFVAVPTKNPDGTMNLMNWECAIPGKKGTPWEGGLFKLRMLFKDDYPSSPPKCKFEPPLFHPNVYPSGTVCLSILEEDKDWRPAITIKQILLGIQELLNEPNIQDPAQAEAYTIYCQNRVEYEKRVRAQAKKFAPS
MEKK3 PB1 HTS – modulators of MEKK3-MEK5 PB1 binding, primary screen, biochemical, wildtype MEKK3, multiplex bead flow cytometry, Alexa488-MEK5; bead-based flow cytometry, Alexa488-MEK5 binding to MEKK3; actives lie on both sides; 0 = blocked by unlabeled MEK5, 100 = vehicle; binding response (% of control), % at 10 µM; hit rate 1.4% among 290,000; AID 1529, 2009;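 active = binding response more than 3 SD above or below the average of its plate-row segment, actives on both sides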;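 also: Alexa488 bead fluorescence after subtracting the streptavidin-only scavenger bead signal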
Target sequence (Q99759 whole entry, looked up): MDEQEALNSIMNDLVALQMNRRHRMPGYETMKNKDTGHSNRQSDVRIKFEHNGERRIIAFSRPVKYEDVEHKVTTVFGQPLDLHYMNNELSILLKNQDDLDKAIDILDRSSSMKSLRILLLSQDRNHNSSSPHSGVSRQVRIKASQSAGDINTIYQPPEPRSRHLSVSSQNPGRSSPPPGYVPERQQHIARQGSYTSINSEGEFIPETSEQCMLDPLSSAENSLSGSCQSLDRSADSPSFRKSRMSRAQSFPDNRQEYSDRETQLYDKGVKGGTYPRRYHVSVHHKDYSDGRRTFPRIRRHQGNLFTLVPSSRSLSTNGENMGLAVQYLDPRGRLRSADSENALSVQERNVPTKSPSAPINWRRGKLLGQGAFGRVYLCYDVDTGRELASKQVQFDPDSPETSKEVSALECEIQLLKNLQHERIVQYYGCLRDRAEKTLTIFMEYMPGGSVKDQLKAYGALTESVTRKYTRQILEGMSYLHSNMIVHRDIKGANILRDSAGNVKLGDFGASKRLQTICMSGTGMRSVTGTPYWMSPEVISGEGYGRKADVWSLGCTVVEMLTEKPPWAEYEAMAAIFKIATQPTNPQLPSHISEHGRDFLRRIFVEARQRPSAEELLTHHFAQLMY
pCIP destab – p/CIP-EGFP fusion destabilizers, primary screen, fluorescence, F442A cells. 16 h. AID 1984, 2009. hit rate 0.01% among 290,000. decrease of EGFP signal, % at 10 µM;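 active = EGFP signal decrease of at least 30% at 10 µM or well 3 SD below plate mean, unless failing retest; inactive = the rest, including hits failing retest or dose response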; also: some compounds called inactive have numbers as strong as hits; many of its hits are not listed in these tables
IMP-1 inh – IMP-1 metallo-beta-lactamase inhibitors, primary screen, biochemical, epi-absorbance readout, Pseudomonas aeruginosa enzyme | metallo-beta-lactamase IMP-1 (Pseudomonas aeruginosa) | purified IMP-1, nitrocefin hydrolysis, epi-absorbance fluorescence | hit rate 0.45% among 290,000 | AID 1556, 2009 | inhibition, % at 5.6 µM;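 active = inhibition above the mean plus 3 SD of all compounds in the same screening run, cut at about 4.5% in these data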;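 also: 0% = IMP-1 with DMSO and 100% = DMSO wells lacking enzyme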
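System: Purified recombinant IMP-1 metallo-beta-lactamase enzyme | Measured by: Fluorescence quenching readout, ex 480/em 530 nm | Replication: Singlicate | Incubation: 15 min preincubation plus 25 min reaction at 25 °C | Evaluation: Percent inhibition from optical density relative to buffer-blank wells | Benchmarks: DMSO with and without IMP-1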
PHOSPHO1 block – PubChem AID 1565. Phosphoethanolamine/phosphocholine phosphatase (Homo sapiens), Q8TCT1. recombinant PHOSPHO1, absorbance phosphatase assay. inhibition, % at 13.3 µM. hit rate 1.1% among 290,000; in the data active = inhibition above about 60%
Target sequence (Q8TCT1 whole entry, looked up): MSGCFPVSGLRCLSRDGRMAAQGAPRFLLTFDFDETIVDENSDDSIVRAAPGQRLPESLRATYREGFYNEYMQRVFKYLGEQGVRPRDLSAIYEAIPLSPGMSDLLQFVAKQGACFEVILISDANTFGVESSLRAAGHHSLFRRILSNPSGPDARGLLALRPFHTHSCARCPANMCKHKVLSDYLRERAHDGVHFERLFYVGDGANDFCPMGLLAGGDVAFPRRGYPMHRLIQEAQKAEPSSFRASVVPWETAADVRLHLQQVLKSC
VIM-2 inhibitor – VIM-2 metallo-beta-lactamase inhibitors, primary screen, biochemical, epi-absorbance readout, Pseudomonas aeruginosa enzyme. inhibition, % at 5.6 µM. purified VIM-2, nitrocefin hydrolysis, epi-absorbance fluorescence. hit rate 0.89% among 290,000;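 active = inhibition above the mean of all tested compounds plus 3 SD, cutoff set per screening run, cut at about 7.5% in these data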;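 also: red hydrolysis product quenches plate fluorescence so inhibitors raise well fluorescence; 0% = enzyme with DMSO and 100% = DMSO without enzyme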
DNA FID counter – compounds displacing fluorescent DNA intercalator, primary screen, artefact control for HCV NS3 helicase inhibitor project, biochemical, FID fluorescence | DNA fluorescent intercalator displacement | inhibition, % at 7.9 µM | hit rate 0.17% among 290,000 | AID 1845, 2009; in the data active = inhibition above about 37%;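 also: 0% = vehicle and 100% = reference compound; higher means more ethidium bromide displaced from hairpin DNA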
IDE act – human IDE activators in live cells, primary screen, fluorescence polarization, HEK cells, FAbeta-B substrate; hit rate 0.073% among 340,000; Insulin-degrading enzyme (Homo sapiens), P14735; FAbeta-B cleavage; 0% vehicle, 100% cell-free pure enzyme wells; activation, % at 5.96 µM; AID 493087, 2011;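 active = activation above the mean of all tested compounds plus 3 SD, set per screening campaign, cut at about 17% in these data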
NS3 helicase inh – inhibitors of HCV NS3 helicase, primary screen, biochemical, Cy5 molecular beacon fluorescence; NS3 helicase DNA unwinding; inhibition, % at 10.9 µM; hit rate 0.56% among 290,000;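 active = inhibition above the mean of all tested compounds plus 3 SD, set per campaign, cut at about 35% in these data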;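 also: 0% = DMSO wells and 100% = thioflavine S control wells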
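Measured by: Cy5 fluorescence, 0 and 60 min reads / Assay system: NS3 helicase fragment of HCV / Control set: low DMSO, high thioflavine S at 110 µM / Times: 1 h reaction at 25 °C, ATP-initiated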
The depositor's hits bear a star; . = not tested or not shown; [ ] = another dose, or the depositor's remark. An excerpt; count on the stated rates, not on these rows.

The line under a structure holds: SUMO HTRF inh, MEKK3 PB1 HTS, pCIP destab, IMP-1 inh, PHOSPHO1 block, VIM-2 inhibitor, DNA FID counter, IDE act, NS3 helicase inh
> Cc1cccc(NC(=O)Nc2cnccn2)c1C
→ 28, 95, -10, -3.8, 2, -2.7, -6, 7, 5
> O=C(OCC(=O)N1CCCC1)c1cccc(Br)c1
→ -4, 102, 0, -3.9, -2, 2.6, -5, 2, -1
> CCOC(=O)c1[nH]c(C)c(C(=O)OCCOc2cccc(C)c2)c1C
→ -17, 92, 0, 0.6, -14, -2.4, -4, 7, 0
> Cc1ccc(S(=O)(=O)NC(=O)Nc2ncc3c(n2)CC(c2ccco2)CC3=O)cc1 (stereo unspecified)
→ 10, 99, 6, -0.4, -11, 0.4, 4, -4, -4
> O=C1/C(=C/c2ccccc2O)SC(=S)N1Cc1cccnc1
→ 3, 101, -6, -4.4, 13, -1.8, -16, -9, 6
> Cc1ccc2c(c1)c1cccc3c1n2CCN3CCC(N)=O
→ -5, 97, 2, 0.5, 11, 1.4, 6, 3, -8
> Cc1nc2sc(C(c3ccco3)N3CCc4ccccc4C3)c(O)n2n1 (stereo unspecified)
→ ., 98, ., 3.2, ., -4.7, -25, -5, 11
> Cc1noc(C)c1COc1cccc(C(=O)N2CCc3ccccc32)c1
→ -3, 73, 7, 0.2, 32, -1.4, -22, 8, -14
> COc1ccc(CCNC(=S)NC2CCN(Cc3ccccc3)CC2)cc1OC
→ 9, 105, -15, -2.0, -6, -0.9, 11, -4, -24
> COc1ccccc1CN1CC(C(=O)NCc2cc(C(C)C)no2)CCC1=O (stereo unspecified)
→ 4, 103, -3, -2.8, 27, 0.2, -32, 1, -2
> CN(C)CC(C)(C)CNC(=O)CC1C(=O)NCCN1Cc1ccc(-c2ccccc2)cc1 (stereo unspecified)
→ 15, 98, -9, -2.9, 35, -1.1, 4, 1, -20
> CC(C)(C)c1ccc(C(=O)Nc2ccc(CC(=O)O)cc2)o1
→ 4, 98, 2, -0.1, 1, -2.9, -10, -5, 1
> O=C(Cn1c(-c2ccccn2)nc2ccccc21)NCCN1CCOCC1
→ 13, 92, -5, -1.1, 22, -0.5, -1, -1, -1
> Cc1c(NC(=O)CN2CCN(c3ccc(F)cc3)CC2)c(=O)n(-c2ccccc2)n1C
→ -2, 97, -7, -0.7, 50, -2.4, -10, -2, 1
> CCOc1cccc(C(=O)NC(=S)Nc2ccc(N3CCN(CC)CC3)cc2)c1
→ -5, 108, 9, -0.7, 44, 45*, 7, 4, -41
> O=C(NCC(F)(F)F)Nc1ccccn1
→ -5, 104, 9, -0.2, -3, -1.9, -2, 3, 4
> CCC(=O)OCn1nnc2ccccc2c1=O
→ 18, 113, -13, -2.6, 9, -3.4, -6, 4, 9
> COc1ccc(Nc2ccc(C(N)=O)cc2[N+](=O)[O-])cc1
→ 9, 57*[inhibitor], 6, -2.5, -32, -0.8, 10, 3, -1
> Cn1c(SCc2ccccc2)nnc1-c1ccc(O)cc1
→ 9, 101, -3, -2.7, -21, -1.2, -2, -1, -1
> C#CCOCCOCCOCCNc1nc(N2CCN(C(=O)[C@H](CCCCN)n3cc([C@@H](N)CO)nn3)CC2)nc(N2CCN(C(=O)[C@H](Cc3ccc(O)cc3)n3cc([C@@H](N)CC(C)C)nn3)CC2)n1
→ -10, 96, 3, -2.0, 24, -1.6, 54*, 3, -62

Remaining list, next part
The line under a structure holds: SUMO HTRF inh, MEKK3 PB1 HTS, pCIP destab, IMP-1 inh, PHOSPHO1 block, VIM-2 inhibitor, DNA FID counter, IDE act, NS3 helicase inh
> C=C(C)C1Cc2c(C)nn(-c3ccccc3)c2C1 (stereo unspecified)
→ 11, 101, 0, -1.8, -6, 3.3, 4, -4, 9
> O=C(CCS(=O)(=O)c1ccc(Br)cc1)NCCc1ccc(Cl)cc1
→ 11, 105, -2, 0.7, 11, -1.1, -25, 3, -3
> CSCCC(NC(=O)c1c(C)oc2c1CCCC2)C(=O)O (stereo unspecified)
→ 19, 101, -18, -1.4, 1, 0.7, -9, 0, 7
> CCN(CC(=O)NC1CCCCCC1)S(=O)(=O)c1ccccc1
→ 0, 106, -12, -2.0, 6, -2.6, -13, -4, 1
> Cc1c(NC(=O)C23CC4CC(CC(C4)C2)C3)c(=O)n(-c2ccccc2)n1C
→ 4, 101, -1, -1.0, 14, -1.4, -4, -1, -2
> CCCC1=[N+](CC(=O)c2ccc(C)cc2)CCn2cccc21
→ 25, 97, -5, -2.5, -6, -2.3, -3, 5, 9
> Cc1ccc(-c2nnc(N)o2)cc1
→ 11, 93, -2, -2.1, 1, -3.9, -3, 6, 4
> COC(=O)c1ccc(Oc2cc(C)nc(SC)n2)cc1
→ 10, 70, -6, -3.3, -11, -1.1, 2, 4, -8
> CCOC(=O)N1CCN(C(=O)/C(=C/c2cccc3ccccc23)NC(=O)c2ccc(OC)cc2)CC1
→ 1, 102, -6, -2.4, 7, -5.2, -39, 6, -16
> CC(C)(C)NC(=O)C(c1ccncc1)N(C(=O)Cn1nnc(-c2ccc(F)cc2)n1)c1ccc(F)cc1 (stereo unspecified)
→ 11, 94, -9, -2.3, -10, -0.6, 0, -1, 2
> COc1ccc(C(C)=O)cc1CSc1nnc(-c2ccncc2)o1
→ -1, 101, 8, -1.6, 26, 0.3, -19, -4, 9
> COc1ccc(CCC(=O)NNC(=S)NCc2ccc(F)cc2)cc1
→ -8, 100, -8, -2.0, -103, -1.8, -12, -6, -17
> O=C(CCc1nnc(CCCCc2ccccc2)o1)N1CCCC(O)C1 (stereo unspecified)
→ 2, 105, 7, -1.5, 24, -1.6, -21, -2, -6
> COC(=O)C1ON2OC(C(=O)OC)C(C(=O)OC)C2C1CC(C)=O (stereo unspecified)
→ 23, 100, -14, -2.4, 19, -3.8, -1, 10, -3
> CCCNc1c(N)c(=O)c1=O
→ 28, 102, -14, -3.5, 13, -0.8, 0, ., 2
> O=c1[nH]cnc(O)c1C(c1cccc([N+](=O)[O-])c1)c1c(O)nc[nH]c1=O
→ -6, 90, -3, -0.3, -4, -3.3, -1, 9, -11
> CN(Cc1nc(-c2cccs2)no1)CC1COCCO1 (stereo unspecified)
→ -1, 99, 8, -2.2, 6, -1.8, -3, 3, -2
> CCOc1cccc2cc(C(=O)NCc3ccccc3)c(=N)oc12
→ 11, 102, -12, -2.0, ., -2.6, -4, 1, 7
> COc1cccc(NC(=O)C2C3C=CC4(O3)C2C(=O)N(C2CC2)C4C(=O)NC2CCCCC2C)c1 (stereo unspecified)
→ 21, 102, -4, 3.8, 9, 0.6, -10, 0, -1
> OC1(c2ccccc2)C/C(=N\n2cnnc2)C=C1c1ccccc1 (stereo unspecified)
→ -11, 80, -5, -3.8, -31, 0.1, -11, -1, 0

Single records, as listed above. Values in the order: SUMO HTRF inh | MEKK3 PB1 HTS | pCIP destab | IMP-1 inh | PHOSPHO1 block | VIM-2 inhibitor | DNA FID counter | IDE act | NS3 helicase inh
CC(C)(C)c1ccc(C(=O)Nc2ccc(CC(=O)O)cc2)o1 is entered as 4 | 98 | 2 | -0.1 | 1 | -2.9 | -10 | -5 | 1
CC(C)(C)NC(=O)C(c1ccncc1)N(C(=O)Cn1nnc(-c2ccc(F)cc2)n1)c1ccc(F)cc1 (stereo unspecified) is entered as 11 | 94 | -9 | -2.3 | -10 | -0.6 | 0 | -1 | 2
Cc1ccc(S(=O)(=O)NC(=O)Nc2ncc3c(n2)CC(c2ccco2)CC3=O)cc1 (stereo unspecified) is entered as 10 | 99 | 6 | -0.4 | -11 | 0.4 | 4 | -4 | -4
Cc1cccc(NC(=O)Nc2cnccn2)c1C is entered as 28 | 95 | -10 | -3.8 | 2 | -2.7 | -6 | 7 | 5

An excerpt from above in order of their number in NS3 helicase inh, rising.
Molecule,SUMO HTRF inh,MEKK3 PB1 HTS,pCIP destab,IMP-1 inh,PHOSPHO1 block,VIM-2 inhibitor,IDE act,NS3 helicase inh
CC(C)(C)NC(=O)C(c1ccncc1)N(C(=O)Cn1nnc(-c2ccc(F)cc2)n1)c1ccc(F)cc1 (stereo unspecified),11,94,-9,-2.3,-10,-0.6,-1,2
O=C1/C(=C/c2ccccc2O)SC(=S)N1Cc1cccnc1,3,101,-6,-4.4,13,-1.8,-9,6
COc1ccc(C(C)=O)cc1CSc1nnc(-c2ccncc2)o1,-1,101,8,-1.6,26,0.3,-4,9

Continuation:
The line under a structure holds: SUMO HTRF inh, MEKK3 PB1 HTS, pCIP destab, IMP-1 inh, PHOSPHO1 block, VIM-2 inhibitor, DNA FID counter, IDE act, NS3 helicase inh
> C/C(=N\NC(=O)c1ccc([N+](=O)[O-])cc1)c1c(O)cc(C)oc1=O
→ 14, 102, 7, -1.2, -20, -6.7, 2, 1, 0
> Cc1ncc(CO)c2c1Oc1nc(-c3ccccc3)nc(SCC(=O)N3CCCCC3)c1C2
→ 2, 107, -19, -1.2, 44, 4.7, -56, -3, 4
> CC(=O)N1CCc2cc(S(=O)(=O)NC(Cc3ccccc3)C(=O)NCCN3CCCCC3C)ccc21 (stereo unspecified)
→ 2, 101, 3, -2.0, -16, -1.6, 4, 2, 5
> CC(=O)Nc1ccccc1OC(C)C(=O)N1CC(C)CC(C)C1 (stereo unspecified)
→ -2, 88, -7, -1.7, 27, 0.1, -11, 0, -1
> CC(C)(C)C1CCC(=NNC(=O)CC(=O)NCc2ccccc2)CC1 (stereo unspecified)
→ 2, 97, 7, -2.0, 2, -4.0, -2, 2, 3
> Cc1cccc(C(=O)Nc2nnc(-c3ccncc3)o2)c1
→ 14, 104, 7, -3.9, 57, -4.4, -10, 3, -4
> Cc1cccc(NC(=O)CSc2nnc(NC(=O)c3ccco3)s2)c1
→ -6, 106, -2, -4.3, -17, -2.6, 3, 0, -1
> c1csc(CSc2nnc3sc4ccccc4n23)c1
→ -10, 110, 9, -0.6, 3, -1.7, -5, 2, 1
> COc1ccc(CNC(=O)COC(=O)C2CCC(C(C)(C)C)CC2)cc1 (stereo unspecified)
→ -19, 113, 0, -3.4, 2, -5.0, -27, 4, 2
> COc1ccc(Nc2nc3ccccc3c(=O)s2)c(OC)c1
→ 5, 93, 5, -5.2, 16, -2.6, -1, -3, -3
> Cc1ccc(/C=C/C(=O)O)cc1S(=O)(=O)NCCCC(=O)O
→ 1, 97, -11, -2.8, 18, -5.2, 2, 0, -3
> N#CCCCSc1nnc(-c2ccc(Cl)cc2)n1-c1ccccc1
→ -2, 100, -22, -1.8, 20, -1.1, -32, -3, -4
> CCC1CCCCN1C(=O)COc1ccc2c(c1)OCO2 (stereo unspecified)
→ -1, 100, -4, -3.1, 23, -1.0, -17, 4, -1
> COc1cc(/C=N/NC(=O)CN(Cc2ccco2)S(=O)(=O)c2ccccc2)ccc1O
→ -3, 125, 1, -3.3, -27, -3.9, -16, 1, 9
> N/C(=N\OC(=O)c1ccc([N+](=O)[O-])cc1)c1ccccn1
→ 8, 112, 4, -2.1, 32, -0.8, -1, 0, -7
